TNF necrop inh – TNF-alpha cell death inhibition in Jurkat FADD-/- cells. AID 463075. 220,000 compounds, 0.068% hits. Jurkat FADD-/- TNF necroptosis rescue, ATP luminescence, 24 h; 0 = TNF only, 100 = no-TNF cells. activation (protection from cell death), % at 10 µM;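 active = activation, meaning protection from cell death, of at least 50% relative to plate controls; inactive = activation below 50%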;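 note: necroptosis triggered by 40 ng/mL TNF-alpha added together with compound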
PGE2 EP2 inh – EP2 receptor (human) inhibition; C6 glioma cells expressing human EP2, cAMP TR-FRET; cells stimulated with saturating PGE2; inhibition, % at 25 µM; 260,000 compounds, 0.52% hits;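 active = percent inhibition above 40 after rounding to a whole number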;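 note: rat C6 glioma host cells with rolipram phosphodiesterase inhibitor present; the protocol text gives 20 µM as final concentration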
Target sequence (P43116 whole entry, looked up): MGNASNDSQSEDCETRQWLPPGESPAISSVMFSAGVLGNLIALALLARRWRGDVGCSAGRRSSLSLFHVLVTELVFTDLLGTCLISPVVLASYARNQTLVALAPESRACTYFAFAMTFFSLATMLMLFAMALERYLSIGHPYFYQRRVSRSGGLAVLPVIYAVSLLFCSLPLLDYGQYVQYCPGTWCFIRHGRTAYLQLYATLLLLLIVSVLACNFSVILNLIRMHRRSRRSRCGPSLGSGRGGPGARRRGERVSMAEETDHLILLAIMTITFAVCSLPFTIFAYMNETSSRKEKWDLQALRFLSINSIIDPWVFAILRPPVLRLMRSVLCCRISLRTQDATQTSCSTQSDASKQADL
Runt-SMMHC FRET – Runt domain-CBFb-SMMHC interaction inhibition; Q01196+Q13951; Cerulean-Runt/Venus-CBFb-SMMHC FRET ratio 530/480, 1 h; inhibition, % at 20 µM; 220,000 compounds, 0.74% hits; AID 1434;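 active = mean inhibition across duplicate retests at 20 µM reaching about 50%, limit read from the data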;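 note: 0% = DMSO wells and 100% = wells with excess untagged CBFb-SMMHC; inhibitors lower the FRET ratio by blocking Runt binding to CBFb-SMMHC; some results filed as inactive read as strong as hits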
RBBP9 inh – blocks human serine hydrolase RBBP9; AID 1515; inhibition, % at 7.94 µM; recombinant RBBP9, FP-Rh probe fluorescence polarization; O75884; 220,000 compounds, 0.2% hits;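 active = inhibition above the campaign mean of all tested compounds plus 3 SD, cut at about 14% in these data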;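 note: plate controls were DMSO wells with RBBP9 for no effect and wells lacking RBBP9 protein for full effect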
Target sequence (O75884 whole entry, looked up): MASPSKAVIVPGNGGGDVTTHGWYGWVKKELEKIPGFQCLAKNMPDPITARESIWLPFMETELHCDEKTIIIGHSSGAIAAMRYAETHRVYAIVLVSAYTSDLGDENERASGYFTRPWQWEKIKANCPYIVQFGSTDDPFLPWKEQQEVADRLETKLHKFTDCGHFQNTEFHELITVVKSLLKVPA
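System: RBBP9 protein | Quantity: 2.5 µM RBBP9 dispensing solution, before mixing | Reagent: FP-Rh probe, 375 nM dispensing solution | Timing: Enzyme-compound preincubation 30 min, then probe labeling 45 min, 25 °C | Measured by: Fluorescence polarization | Read-out: % inhibition | Replication: One well per compound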
PERK inhibitor – blocks human PERK kinase; 220,000 compounds, 0.17% hits; CHO PERK-DD fusion, SEAP luminescence translation reporter; inhibition, % at 5.6 µM;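 active = inhibition above the mean inhibition of all tested compounds plus 3 SD, set separately per screening campaign, cut at about 2.9% in these data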;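 note: PERK kinase domain activated by AP20187 dimerizer at 100 nM; 0% = DMSO with dimerizer and 100% = rapamycin at 8.4 µM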
Hck-Nef inh – inhibitors of human Hck kinase activated by Nef; AID 463187; 220,000 compounds, 0.68% hits; Recombinant Hck-YEEI plus Nef, Z-Lyte FRET kinase assay; inhibition, % at 20 µM;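 active = Hck-Nef kinase inhibition above about 50%, limit read from the data; inactive = inhibition below that limit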;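 note: 0% = DMSO with Hck plus Nef and 100% = Hck alone without Nef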
Target sequence (P08631 whole entry, looked up): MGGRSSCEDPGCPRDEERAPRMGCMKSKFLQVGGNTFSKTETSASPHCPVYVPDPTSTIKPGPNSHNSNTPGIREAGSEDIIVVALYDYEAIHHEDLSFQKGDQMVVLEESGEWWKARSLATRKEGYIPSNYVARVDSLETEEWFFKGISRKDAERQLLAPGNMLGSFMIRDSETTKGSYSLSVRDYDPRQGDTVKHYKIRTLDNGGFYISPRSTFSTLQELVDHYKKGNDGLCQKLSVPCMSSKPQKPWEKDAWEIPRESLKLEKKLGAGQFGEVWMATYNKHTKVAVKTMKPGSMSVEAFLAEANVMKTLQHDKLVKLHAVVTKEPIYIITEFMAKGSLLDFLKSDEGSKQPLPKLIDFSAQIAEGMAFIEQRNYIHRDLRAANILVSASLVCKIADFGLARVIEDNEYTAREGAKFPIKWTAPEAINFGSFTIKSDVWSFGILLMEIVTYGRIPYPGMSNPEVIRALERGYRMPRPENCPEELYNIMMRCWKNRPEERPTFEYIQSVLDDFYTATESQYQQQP
L929 necroptosis – blocks zVAD induced death of L929 cells | L929 zVAD necroptosis rescue, ATP luminescence, 24 h; with zVAD 60 µM | 220,000 compounds, 0.38% hits | viability rescue, % at 10 µM;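 active = activation, scaled between plate controls, above about 75%, limit read from the data; inactive = activation under that limit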;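 note: 0% = zVAD with DMSO and 100% = DMSO alone without zVAD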
Runt-CBFb FRET – Runt domain-CBFb interaction inhibition; Cerulean-Runt/Venus-CBFb FRET ratio 530/480, 1 h; AID 1496; inhibition, % at 20 µM; 220,000 compounds, 0.46% hits;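 active = inhibition over about 50% at 20 µM in the single-dose screen, limit read from the data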;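 note: 0% = DMSO wells and 100% = excess unlabeled CBFb competitor control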
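System: Cerulean-labeled Runt domain protein | Quantity: 100 nM of each labeled protein | Schedule: 1 h compound exposure, room temperature | Detection: Fluorescence energy transfer, 422 nm excitation, 530/480 nm emission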
EP2 mod – modulates human prostaglandin E2 receptor EP2 signaling. P43116. EP2-expressing cells, cAMP HTRF FRET, PGE2 co-stimulation. 260,000 compounds, 0.83% hits. induction, % at 25 µM;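 active = compounds whose cAMP rise, as percent of the full-agonist control response, exceeds 60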;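 note: rat C6 glioma line stably carrying human EP2 under a CMV promoter; the protocol text gives 20 µM as final concentration; 100% = response of wells given 1 µM PGE2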
* hit, by the source's call; & = joins results of further samples.

How did CCn1c2ccccc2c2cnc(N=CN(C)C)c(C#N)c21 do in these assays?
TNF necrop inh: -1.4; PGE2 EP2 inh: 13; Runt-SMMHC FRET: 0; RBBP9 inh: -4; PERK inhibitor: -0.5; Hck-Nef inh: 2; L929 necroptosis: 2.2; Runt-CBFb FRET: -4; EP2 mod: -3

Results for Cc1ccc2cc(CN(C(=O)c3ccncc3)C(C)C)c(=O)[nH]c2c1 ?
TNF necrop inh: -0.1; PGE2 EP2 inh: 20; Runt-SMMHC FRET: -6; RBBP9 inh: -8; PERK inhibitor: 0.5; Hck-Nef inh: 2; L929 necroptosis: 1.1; Runt-CBFb FRET: -2; EP2 mod: 18

What do the screens show for `Cn1c(SCC(=O)Nc2cccc(S(=O)(=O)N3CCOCC3)c2)nnc1-c1ccncc1`?
TNF necrop inh: -0.8; PGE2 EP2 inh: 10; Runt-SMMHC FRET: -1; RBBP9 inh: -10; PERK inhibitor: 1.4; Hck-Nef inh: 5; L929 necroptosis: 3.4; Runt-CBFb FRET: 2; EP2 mod: 17

How did Cc1ccsc1C(=O)OCC(=O)NCc1ccc2c(c1)OCO2 do in these assays?
TNF necrop inh: 0.9; PGE2 EP2 inh: 8; Runt-SMMHC FRET: -3; RBBP9 inh: -1; PERK inhibitor: 0.8; Hck-Nef inh: 0; L929 necroptosis: 3.1; Runt-CBFb FRET: -1; EP2 mod: 12

What do the screens show for `O=C(NCCc1cccs1)C12CN(Cc3ccccc3)CC1C(c1cccc([N+](=O)[O-])c1)=NO2` (stereo not drawn)?
TNF necrop inh: -0.3; PGE2 EP2 inh: 18; Runt-SMMHC FRET: -6; RBBP9 inh: -4; PERK inhibitor: -1.0; Hck-Nef inh: 1; L929 necroptosis: 0.0; Runt-CBFb FRET: 1; EP2 mod: -4

What do the screens show for `Nc1ncnc(Nc2ccccn2)c1[N+](=O)[O-]`?
TNF necrop inh: -2.1; PGE2 EP2 inh: 7; Runt-SMMHC FRET: 2; RBBP9 inh: 1; PERK inhibitor: 0.4; Hck-Nef inh: 4; L929 necroptosis: 0.7; Runt-CBFb FRET: 2; EP2 mod: 9

What do the screens show for `CC1(C)CC(=O)C2=C(C1)N1C(=C(C#N)C2c2ccccc2Cl)N=C(N)c2ccccc21` (stereo not drawn)?
TNF necrop inh: -18; PGE2 EP2 inh: 8; Runt-SMMHC FRET: -4; RBBP9 inh: -8; PERK inhibitor: 0.3; Hck-Nef inh: -4; Runt-CBFb FRET: 14; EP2 mod: 33

Results for NS(=O)(=O)c1ccc(NC(=O)COC(=O)c2cn(-c3ccccc3)nc2-c2ccccc2)cc1 ?
TNF necrop inh: 1.1; PGE2 EP2 inh: 4; Runt-SMMHC FRET: 1; RBBP9 inh: -31; PERK inhibitor: 0.5; Hck-Nef inh: 32; L929 necroptosis: 0.6; Runt-CBFb FRET: -4; EP2 mod: -9

Results for COc1cc(C(=S)N2CCCC2)ccc1O ?
TNF necrop inh: -0.5; PGE2 EP2 inh: 13; Runt-SMMHC FRET: 66*; RBBP9 inh: 4; PERK inhibitor: 0.2; Hck-Nef inh: 0; L929 necroptosis: -0.9; Runt-CBFb FRET: 42; EP2 mod: 4

How did Cc1cnc(C(=O)Nc2ccc(N3CCCCC3)cc2)cn1 do in these assays?
TNF necrop inh: 1.4; PGE2 EP2 inh: 5; Runt-SMMHC FRET: 0; RBBP9 inh: -5; PERK inhibitor: 0.1; Hck-Nef inh: 27; L929 necroptosis: 1.5; Runt-CBFb FRET: 0; EP2 mod: -12

Results for CCCc1n[nH]c(=S)n1Cc1ccco1 ?
TNF necrop inh: 0.5; PGE2 EP2 inh: 9&3; Runt-SMMHC FRET: 7; RBBP9 inh: 0; PERK inhibitor: 0.2; Hck-Nef inh: -8; L929 necroptosis: -0.1; Runt-CBFb FRET: 12; EP2 mod: 19&24

What do the screens show for `CC(C)NS(=O)(=O)c1ccc(OCC(=O)Nc2cccc3ccccc23)cc1`?
TNF necrop inh: -1.1; PGE2 EP2 inh: 9; Runt-SMMHC FRET: 4; RBBP9 inh: -2; PERK inhibitor: -0.5; Hck-Nef inh: -1; L929 necroptosis: 1.2; Runt-CBFb FRET: 0; EP2 mod: -27

Results for COc1cccc(CN(C)CC(=O)Nc2c(C)cccc2C(C)C)c1 ?
TNF necrop inh: 2.0; PGE2 EP2 inh: 4; Runt-SMMHC FRET: 0; RBBP9 inh: -2; PERK inhibitor: 1.1; Hck-Nef inh: 3; L929 necroptosis: 0.0; Runt-CBFb FRET: -1; EP2 mod: 10

Results for COc1ccc(S(=O)(=O)N2CCCC2)cc1C(=O)N1CCOCC1 ?
TNF necrop inh: 1.4; PGE2 EP2 inh: 6; Runt-SMMHC FRET: 0; RBBP9 inh: -10; PERK inhibitor: 0.3; Hck-Nef inh: 5; L929 necroptosis: -0.8; Runt-CBFb FRET: -1; EP2 mod: -4

What do the screens show for `CCCC12CN3CC(C)(CN(C1)C3c1ccc3c(c1)OCO3)C2=O` (stereo not drawn)?
TNF necrop inh: -0.9; PGE2 EP2 inh: -10; Runt-SMMHC FRET: -2; RBBP9 inh: -8; PERK inhibitor: 1.0; Hck-Nef inh: 9; L929 necroptosis: 0.2; Runt-CBFb FRET: 0; EP2 mod: 0

How did CCN(CC)c1ccc(NC(=O)Nc2ccc(C(C)=O)cc2)cc1 do in these assays?
TNF necrop inh: -0.3; PGE2 EP2 inh: 17; Runt-SMMHC FRET: 8; RBBP9 inh: -5; PERK inhibitor: -0.9; Hck-Nef inh: -24; L929 necroptosis: 0.1; Runt-CBFb FRET: 10; EP2 mod: -35

How did O=C(Nc1ccc(NC(=O)c2cccs2)cn1)c1ccccc1 do in these assays?
TNF necrop inh: 2.8; PGE2 EP2 inh: 16&7; Runt-SMMHC FRET: -1; RBBP9 inh: -3; PERK inhibitor: 0.1; Hck-Nef inh: 26; L929 necroptosis: 2.5; Runt-CBFb FRET: -2; EP2 mod: -55&-27

Results for O=C1C(Cl)=C(Nc2cccc(O)c2)C(=O)N1Cc1ccccc1 ?
TNF necrop inh: 0.5; PGE2 EP2 inh: 1; Runt-SMMHC FRET: -4; RBBP9 inh: 0; PERK inhibitor: 0.6; Hck-Nef inh: -2; L929 necroptosis: 4.3; Runt-CBFb FRET: 1; EP2 mod: -12

Results for COc1cc(C(=O)NC2CC(C)(C)NC(C)(C)C2)cc(OC)c1OC ?
TNF necrop inh: 0.1; PGE2 EP2 inh: 7; Runt-SMMHC FRET: 1; RBBP9 inh: 1; PERK inhibitor: 0.7; Hck-Nef inh: 9; L929 necroptosis: -0.2; Runt-CBFb FRET: 0; EP2 mod: -1

What do the screens show for `Cc1cc(C2=NNC(=Nc3ccccc3)SC2)c(C)n1C`?
TNF necrop inh: 2.2; PGE2 EP2 inh: 12; Runt-SMMHC FRET: 20; RBBP9 inh: -5; PERK inhibitor: 0.1; Hck-Nef inh: 28; L929 necroptosis: 7.3; Runt-CBFb FRET: 39; EP2 mod: -57

What do the screens show for `CCCNC(=O)Nc1nccs1`?
TNF necrop inh: 1.1; PGE2 EP2 inh: 3; Runt-SMMHC FRET: 2; RBBP9 inh: 0; PERK inhibitor: -0.8; Hck-Nef inh: 1; L929 necroptosis: 1.0; Runt-CBFb FRET: 0; EP2 mod: 4

How did O=C(O)C1CCCCC1C(=O)NCCc1c[nH]c2ccccc12 (stereo not drawn) do in these assays?
TNF necrop inh: 0.4; PGE2 EP2 inh: 10; Runt-SMMHC FRET: 1; RBBP9 inh: 3; PERK inhibitor: 0.2; Hck-Nef inh: -9; L929 necroptosis: -0.9; Runt-CBFb FRET: -1; EP2 mod: 3

What do the screens show for `Fc1ccc(C2CC(c3ccc(F)cc3)n3ncnc3N2)cc1` (stereo not drawn)?
TNF necrop inh: -0.2; PGE2 EP2 inh: 4; Runt-SMMHC FRET: -7; RBBP9 inh: -5; PERK inhibitor: -0.4; Hck-Nef inh: 0; L929 necroptosis: 0.0; Runt-CBFb FRET: -2; EP2 mod: -5

How did CCOc1ccc(NS(=O)(=O)c2ccc(OC)c(NC(=O)c3ccc4c(c3)OCCO4)c2)cc1 do in these assays?
TNF necrop inh: 2.0; PGE2 EP2 inh: 10; Runt-SMMHC FRET: -1; RBBP9 inh: -17; PERK inhibitor: -1.3; Hck-Nef inh: 5; L929 necroptosis: 1.7; Runt-CBFb FRET: 1; EP2 mod: 20

What do the screens show for `CC(NC(=O)OC(C)(C)C)C(=O)Oc1cc2oc(=O)cc(-c3ccccc3)c2cc1Cl` (stereo not drawn)?
TNF necrop inh: -1.9; PGE2 EP2 inh: 8; Runt-SMMHC FRET: 79*; RBBP9 inh: -10; PERK inhibitor: 0.1; Hck-Nef inh: 4; L929 necroptosis: -0.7; Runt-CBFb FRET: 19; EP2 mod: 24

What do the screens show for `Cc1ccc(NC(=O)c2ccoc2C)cc1C`?
TNF necrop inh: 0.1; PGE2 EP2 inh: 3; Runt-SMMHC FRET: -2; RBBP9 inh: -2; PERK inhibitor: 0.8; Hck-Nef inh: -2; L929 necroptosis: 0.1; Runt-CBFb FRET: 0; EP2 mod: -54

How did CC(C)(C)C(=O)NC(=S)NNC(=O)c1ccc(-c2ccccc2)cc1 do in these assays?
TNF necrop inh: -12; PGE2 EP2 inh: 9; Runt-SMMHC FRET: 3; RBBP9 inh: 2; PERK inhibitor: -1.1; Hck-Nef inh: -8; L929 necroptosis: 27; Runt-CBFb FRET: 3; EP2 mod: -66

Results for O=C(NCc1nnc2c3ccccc3c(-c3ccccc3)nn12)c1ccc(Cl)cc1 ?
TNF necrop inh: 2.4; PGE2 EP2 inh: 7; Runt-SMMHC FRET: -3; RBBP9 inh: 1; PERK inhibitor: -0.1; Hck-Nef inh: 4; L929 necroptosis: 0.3; Runt-CBFb FRET: -10; EP2 mod: 24

What do the screens show for `Cc1ccc(S(=O)(=O)NC(C(=O)Oc2cc3oc(=O)cc(C)c3cc2Cl)C(C)C)cc1` (stereo not drawn)?
TNF necrop inh: 1.2; PGE2 EP2 inh: 2; Runt-SMMHC FRET: 115*; RBBP9 inh: -9; PERK inhibitor: 0.1; Hck-Nef inh: 100*; L929 necroptosis: 0.1; Runt-CBFb FRET: 61*; EP2 mod: 22

What do the screens show for `Cc1ccc(S(=O)(=O)N(C)C)cc1NC(=O)CN1C(=O)NC(Cc2c[nH]c3ccccc23)C1=O` (stereo not drawn)?
TNF necrop inh: 3.1; PGE2 EP2 inh: 12; Runt-SMMHC FRET: -2; RBBP9 inh: 1; PERK inhibitor: 0.2; Hck-Nef inh: 12; L929 necroptosis: 1.0; Runt-CBFb FRET: 2; EP2 mod: -15

This is a subset; rates above refer to the full screens.
